VHR inh color: VHR1 (DUSP3) phosphatase inhibition | AID 1992 | P51452 | hit rate 0.7% among 50,000 | inhibition, % at 20 µM | recombinant VHR phosphatase, colorimetric substrate read-out; in the data active = inhibition above about 60%; note: some results filed as inactive read as strong as hits
Target sequence (P51452 whole entry, looked up): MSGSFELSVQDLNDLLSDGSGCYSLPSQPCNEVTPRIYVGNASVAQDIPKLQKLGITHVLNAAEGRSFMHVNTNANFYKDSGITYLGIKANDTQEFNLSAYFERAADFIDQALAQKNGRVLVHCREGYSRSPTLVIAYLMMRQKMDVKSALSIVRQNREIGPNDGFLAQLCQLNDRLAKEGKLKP
* = called active by the depositor.

Molecule,VHR inh color
COc1ccccc1NC(=O)c1cc(=O)[nH]c2ccccc12,3
CCOC(=O)C1=C(C)NC2=C(C(=O)CCC2)C1c1cccc(Cl)c1 (stereo not drawn),-2
Nc1ccc(Cl)c(-c2nc3cc(Cl)ccc3o2)c1,-8
Cc1ccc(-c2cc(C(=O)N/N=C/c3ccc(Cl)cc3)[nH]n2)cc1,-4
COc1cccc(NC(=O)C2C(C(=O)O)C3C=CC2C32CC2)c1 (stereo not drawn),10
COc1ccccc1CNC(=O)c1c(Cl)cccc1Cl,-9
COc1ccc(S(=O)(=O)NCCC(C)C)cc1,16
COc1ccc(S(=O)(=O)N/N=C/c2ccc[nH]2)cc1,2
O=C1C2C(c3ccccc3)C=CC(c3ccccc3)C2C(=O)N1c1ccc2c(c1)oc1ccccc12 (stereo not drawn),26
Cc1onc(-c2ccccc2Cl)c1C(=O)Nc1ccccc1C(=O)O,-14
COc1ccc(N2C(=O)NC(=O)/C(=C\c3ccc(OCC(=O)O)c(Br)c3)C2=O)cc1,14
COc1ccc(-n2c(=O)c3c4c(sc3n3c(SC)nnc23)COC(C)(C)C4)cc1,13
Cc1nn(C(=O)C2CC2)c(C)c1Sc1ccccc1,-16
O=C(C1c2ccccc2Oc2ccccc21)N1CCN(c2cccc(Cl)c2)CC1,-28
CCOc1ccc(Cc2c(O)nc(N)[nH]c2=O)cc1,-7
CCc1ccc(C(=O)CC2(O)C(=O)Nc3ccc(Br)cc32)cc1 (stereo not drawn),13
CCOC(=O)c1ccccc1NS(=O)(=O)c1ccc(Cl)cc1,-31
O=C1S/C(=C/C=C/c2ccccc2)C(=O)N1CNc1ccc(F)cc1,-1
Clc1cccc(/C=N/Nc2cc(N3CCOCC3)ncn2)c1,-21
c1ccc2c(c1)c1ccccc1n2CCCN1CCCCC1,2
O=C(NNc1ccccc1)c1ccccc1,-30
O=C(c1ccccc1SCc1ccccc1)N1CCOCC1,2
NC1=C(Nc2cccc3ccccc23)C(=O)c2ccccc2C1=O,-4
CCCCOC(=O)c1ccc(NS(=O)(=O)c2ccc3ccccc3c2)cc1,-1
Fc1ccc(NC(=S)NCc2cccnc2)cc1,21
CCOc1ccc2c(c1)-c1c(ssc1=S)C(C)(C)N2C(=O)CSc1nnc(N)s1,-2
O=C(Cc1ccc(Br)cc1)Nc1ccc(F)cc1,6
COc1ccc(C2/C(=C(/O)c3ccc(C)cc3)C(=O)C(=O)N2CCCn2ccnc2)cc1 (stereo not drawn),-20
O=[N+]([O-])c1ccc(N2CCCCCC2)c(F)c1Br,4
CCOC(=O)CSc1nc(N)c(C#N)c(-c2ccc(O)cc2)c1C#N,-9
Cc1cccc(NC(=O)CN(c2ccc(Br)cc2)S(C)(=O)=O)c1,-12
COc1ccc(OC)c(/C=C(/C#N)C(=O)Nc2ccc(Cl)cc2)c1,3
CCOC(=O)c1sc(NC(=O)c2ccc(S(=O)(=O)N3CCOCC3)cc2)c(C(=O)OCC)c1C,12
Cc1cc(C)nc(SCC(=O)OCC(=O)Nc2nnc(C)s2)n1,-53
Cc1ccc(CCC(=O)Nc2ccc(Br)cc2)o1,-2
COc1ccc(NC(=O)CCC(=O)NCCO)cc1,4
COC(=O)C1=C(C(=O)OC)C2C=CC1C1C=CC21 (stereo not drawn),-16
CCOc1ccc(-c2csc(-c3cc4ccccc4oc3=O)n2)cc1,-4
O=C(COc1ccc2ccccc2c1)N1CCN(Cc2ccc(Br)cc2)CC1,15
Cc1cc(Nc2ccc(C)c(Cl)c2)n2ncnc2n1,-22

By substructure: those above containing a COOH group
Molecule,VHR inh color
COc1cccc(NC(=O)C2C(C(=O)O)C3C=CC2C32CC2)c1 (stereo not drawn),10
Cc1onc(-c2ccccc2Cl)c1C(=O)Nc1ccccc1C(=O)O,-14
COc1ccc(N2C(=O)NC(=O)/C(=C\c3ccc(OCC(=O)O)c(Br)c3)C2=O)cc1,14

Individual results from the results shown.
`O=C(COc1ccc2ccccc2c1)N1CCN(Cc2ccc(Br)cc2)CC1` @ VHR inh color: 15
`Cc1cc(C)nc(SCC(=O)OCC(=O)Nc2nnc(C)s2)n1` @ VHR inh color: -53
`COc1ccc(NC(=O)CCC(=O)NCCO)cc1` @ VHR inh color: 4
`CCOC(=O)c1sc(NC(=O)c2ccc(S(=O)(=O)N3CCOCC3)cc2)c(C(=O)OCC)c1C` @ VHR inh color: 12
`CCOc1ccc(-c2csc(-c3cc4ccccc4oc3=O)n2)cc1` @ VHR inh color: -4
`COC(=O)C1=C(C(=O)OC)C2C=CC1C1C=CC21` (stereo not drawn) @ VHR inh color: -16

Later entries
Molecule,VHR inh color
CCOC(=O)C1CCN(C2CC(=O)N(c3cccc(Br)c3)C2=O)CC1 (stereo not drawn),-14
CCn1c2ccccc2c2cc(C=Nc3ccc(OC(F)(F)F)cc3)ccc21,-24
C/C(=C1/C(=O)N(c2nc3ccccc3s2)N=C1C(F)(F)F)N1CCC2CCCN2C1 (stereo not drawn),16
CC(C)OP(C)(=O)CN1CCCC1=O (stereo not drawn),0
O=C(NCCO)C(=O)NCc1ccccn1,-68
Cc1ccc(S(=O)(=O)Oc2ccc(Br)cc2C=C2C(=O)NC(=O)NC2=O)cc1,2
CC1(C)CC(=O)C2=C(C1)Nc1ccccc1NC2c1ccc(-c2ccccc2)cc1 (stereo not drawn),-1
O=C1CCC(=O)N1c1cccc(-c2nc3ccccc3o2)c1,-9
CCOc1ccc(-c2nc3sc4c(c3c(=O)[nH]2)CCCC4)cc1OCC,-1
CCOc1ccc(S(=O)(=O)N(CC(=O)OC)c2ccc(C)cc2)cc1,-25
Cc1cccc(NC(=O)/C=C(\C(=O)O)c2ccc(Cl)cc2)c1C,-40
CC1CN(C(=O)c2c(Cl)cccc2Cl)CC(C)O1 (stereo not drawn),-46
CC(Oc1ccccc1)C(=O)NCc1cccnc1 (stereo not drawn),-10
O=C1NN(c2ccccc2)C(=O)/C1=C\c1ccc(O)cc1,-9
COc1ccc(C2CC(C(F)(F)F)n3ncc(C(=O)Nc4c(C)n(C)n(-c5ccccc5)c4=O)c3N2)cc1 (stereo not drawn),7
CCCOc1ccc(C(=O)Nc2cccc(C(C)=O)c2)cc1,8
CCc1ccc(NC(=O)c2ccc(Cl)cc2)cc1,-12
CCOc1cc(OCC)cc(C(=O)Nc2ccccc2C(=O)OC)c1,2
CCCCCCNC(=O)CN1C(=O)c2ccccc2C1=O,-9
CCCCN(CCCC)S(=O)(=O)c1ccc(Cl)cc1,-34
CCOC(=O)C(C(=O)OCC)=C(CCN1C(=O)c2ccccc2C1=O)OC(=O)CCN1C(=O)c2ccccc2C1=O,3
CCn1c(SCCc2ccccc2)nc2ccccc2c1=O,-5
COc1ccc(C(=O)OCCN2CCOCC2)cc1,-6
Cc1ccc(COc2ccc3oc(C)c(C(=O)O)c3c2)cc1,-14
Cc1ccc(C)c(NC(=O)/C=C/c2ccc(C)o2)c1,45
CCOc1ccc(-n2c(O)c(C=NCC3(C)CC(O)CC(C)(C)C3)c(=O)[nH]c2=O)cc1 (stereo not drawn),12
O=C(CCc1ccccc1)Nc1ccc(Cl)c(C(F)(F)F)c1,8
CCn1c(O)c(N=Nc2nc3ccccc3s2)c2ccccc21,-6
CCc1cc2c(s1)SC(c1ccc([N+](=O)[O-])cc1)NC2=O (stereo not drawn),-3
Cc1ccc(C(=O)Nc2ccccn2)cc1,-13
Cc1ccc(S(=O)(=O)NC(C)(C)CN2CCOCC2)cc1,-3
O=C(/C=C/c1ccc2c(c1)OCO2)NCc1ccc2c(c1)OCO2,-25
Cc1cc(C)nc(/N=C(/NC(=O)Nc2cccc(Cl)c2)Nc2ccccc2)n1,-6
COc1ccc(N(CC(N)=O)S(C)(=O)=O)cc1,-19
COc1ccc(-c2nc(-c3ccc(C)cc3)no2)cc1,-3
Cc1c(Br)c([N+](=O)[O-])nn1CC(=O)N1CCc2ccccc2C1,-15
Oc1oc(-c2ccccc2)cc1N=Nc1ccccc1,2
O=C(O)c1ccccc1-c1ccccc1C(=O)Nc1c[nH]c(=O)[nH]c1=O,6
CC12c3ccccc3C(c3ccccc31)C1C(=O)N(CCO)C(=O)C12 (stereo not drawn),-21
COc1ccccc1N1COc2ccc3ccccc3c2C1,-7
O=C1OC(c2ccc(Cl)cc2)=C/C1=C\c1ccco1,20
Cc1cc(OCC(=O)Nc2ccc(O)c(-c3nc4ccccc4s3)c2)ccc1Cl,-34
CC(NC(=O)c1ccc(Br)cc1)c1ccccc1 (stereo not drawn),-12
O=C(Nc1cccc(Cl)c1)Nc1nnc(/C=C/c2ccccc2Cl)s1,-24
O=C(NC(=S)Nc1ccccc1C#Cc1ccccc1)c1ccc(Br)cc1,-26
CN(C)c1ccc(NS(=O)(=O)c2ccc(N3C(=O)CCC3=O)cc2)cc1,1
O=C(Nc1ccccc1)c1cc(Br)ccc1Cl,-9
CCOc1ccccc1NC(=O)c1c(NC(=O)Cc2ccc(OC)cc2)sc2c1CCCC2,-12
O=C(O)CSc1nnc(-c2ccc3c(c2)OCO3)n1-c1ccccc1,-10
CCOc1ccc(NC(=O)c2c(NC(=O)c3ccco3)sc3c2CCC(C)C3)cc1 (stereo not drawn),-21

(further entries)
Molecule,VHR inh color
CCOP(=O)(OCC)C(Nc1cc(Cl)cc(Cl)c1)c1ccc(Br)cc1 (stereo not drawn),-28
CC1(C)c2ssc(=S)c2-c2ccccc2N1C(=O)CN1CCOCC1,97*
COc1ccccc1C1C(C(C)=O)=C(O)C(=O)N1CCN1CCNCC1 (stereo not drawn),3
CC(=O)NC1=C(N(C)C)C(=O)c2ccccc2C1=O,3
O=c1c2ccc(Br)c3cccc(c32)c2nc3cccc4cccc(c43)n12,-13
O=C(Nc1ccccc1)C12CC3CC(CC(C3)C1)C2,-2
Cc1ccc(Cc2cnc(NC(=O)c3ccccc3[N+](=O)[O-])s2)cc1,-5
COc1ccc(OC)c(NC(=O)CN(c2cc(Cl)cc(Cl)c2)S(C)(=O)=O)c1,-2
COc1ccc2c(Cl)c(C(=O)N/N=C/c3ccccn3)sc2c1,-14
CC(/C=N/N1CCN(Cc2ccc(C)cc2)CC1)=C\c1ccco1,-1

Rewritten as labelled records: part of the list above
smiles: CCOc1ccc(S(=O)(=O)N(CC(=O)OC)c2ccc(C)cc2)cc1
  VHR inh color: -25
smiles: Cc1cccc(NC(=O)/C=C(\C(=O)O)c2ccc(Cl)cc2)c1C
  VHR inh color: -40

Next part:
Molecule,VHR inh color
Cc1cc(C)nc(SCC(=O)Oc2ccc3oc(=O)cc(C)c3c2)n1,1
Cc1ccc(-c2ccccc2N)o1,-34
CCCNC1=C(Cl)C(=O)c2ccccc2C1=O,-16
Nc1nnc(CCc2ccccc2)s1,-3
CC(=O)NCCOc1ccccc1Oc1ccccc1,1
CCOc1ccc(/C=C2\C(=O)C(C(=O)OC)=C(C)N2c2ccc(F)cc2)cc1,19
CC(=NCCc1ccccc1)C1=C(O)CSC1=O,-15
O=C1c2ccc(Oc3ccc4c(c3)C(=O)N(Cc3cccnc3)C4=O)cc2C(=O)N1Cc1cccnc1,-1
COC(=O)c1cc(Cl)c(NC(=O)COc2cc(C)ccc2C(C)C)cc1OC,-12
CCOC(=O)c1c(C)oc2ccc(OCC(N)=O)cc12,-35
CCOC(=O)c1c(Nc2ccccc2)sc(C=NCCc2ccccc2)c1O,7
CC(=O)Nc1ccc(S(=O)(=O)Nc2ncccn2)cc1,0
O=C(COc1cccc2ccccc12)Nc1ccc2c(c1)OCCO2,-3
COc1ccc(/C=C2\SC(=O)N(CC(=O)Nc3ccccc3Cl)C2=O)cc1OC,1
CN(C)c1ccc(/C=C2\SC(N3CCCCCC3)=NC2=O)cc1,14
CCCCOC(=O)CCCN1C(=O)/C(=C/c2ccccc2)SC1=S,-22
Cc1cccc(CN2CCN(C(=O)c3ccc(F)cc3)CC2)c1,23
COc1cccc(NC(=O)c2ccc(OC)c([N+](=O)[O-])c2)c1,-18
O=C(NC(Cc1ccccc1)C(=O)Nc1ccccn1)OCc1ccccc1 (stereo not drawn),-16
CCOC(=O)c1c(NC(=O)c2ccc(C)cc2)sc2c1CCC2,-31
COc1ccc(-n2nc3cc(C)c(N)cc3n2)cc1,7
Brc1ccc(/C=N/n2c(-c3ccccc3)nnc2-c2ccccc2)cc1,-21
CCOc1ccc(C=NN2CCN(c3ccc(Cl)cc3)CC2)cc1,-2
O=C(O)CC1NC(=S)N(c2ccccc2)C1=O (stereo not drawn),28
Cc1cc(=O)[nH]c(N/N=C/c2cc([N+](=O)[O-])ccc2O)n1,4
CCOc1ccc(C(=O)N2CCCc3ccccc32)cc1OCC,5
N/C(=N\OC(=O)c1cccc(Br)c1)c1cccc([N+](=O)[O-])c1,-26
CCCC(=O)Nc1nnc(-c2cccc(OCC)c2)s1,-21
CCNC(=S)NCCc1ccc(S(N)(=O)=O)cc1,-2
Oc1ccccc1C1=Nc2ccccc2N=C(C(F)(F)F)C1,13
Cc1[nH]n(-c2ccccc2)c(=O)c1C=Nc1ccc(S(=O)(=O)N(C)C)cc1,-38
COC(=O)C1=C(C)N(c2ccccc2F)C(=O)/C1=C\c1ccccc1F,-4
Cc1ccc(NC(=O)c2cc3ccccc3o2)cc1,-25
COc1cc(CN2CCN(Cc3ccccn3)CC2)cc(OC)c1O,-8
C=CCNCCCCOc1ccc(Br)cc1,0
O=Cc1ccc(-c2ccc(C(=O)O)cc2)o1,-7
O=C1CC(N2CCC(Cc3ccccc3)CC2)C(=O)N1CCc1ccccc1 (stereo not drawn),-21
Cc1cc(C)c(NC(=O)c2ccc3c(c2)C(=O)N(c2ccc(Sc4ccc([N+](=O)[O-])cc4)cc2)C3=O)c(C)c1,13
CN1CCN(Cc2c(O)ccc3c(=O)c(-c4ccc(Cl)cc4Cl)coc23)CC1,2
Cc1ccc(S(=O)(=O)NC(=O)Nc2ccccc2C(F)(F)F)cc1,-9
CCC(=O)Nc1sc(C)c(C)c1C(N)=O,2
COc1ccccc1C(=O)N/N=C(\C)c1ccc(C)o1,-41
CN(C)c1ccc(NC(=O)C2CC(=O)N(c3ccc(F)cc3)C2)cc1 (stereo not drawn),-6

Screening results deposited in PubChem BioAssay by Sanford-Burnham Center for Chemical Genomics.

Some of the compounds tested (hit frequency here may not be typical).
